# D2 antagonist: antagonists of human D2 dopamine receptor; P14416; HEK293 TREx D2 cells, calcium flux, dopamine EC80; inhibition, % at 10 µM; 340,000 tested, 2% active; AID 485344; in the data active = inhibition above about 30%; also: 0% is about no effect
#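 Tetracycline-induced HEK293 T-REx cells expressing D2 force-coupled to calcium signalling were dye-loaded, exposed to compound for 180 s, then challenged with an EC80 of dopamine; calcium flux was followed kinetically for a further 180 s.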
# D2 potentiator: D2 dopamine receptor (human) potentiation | P14416 | HEK293 T-REx D2, calcium flux, EC20 dopamine potentiation | potentiation, % at 10 µM | 340,000 tested, 0.34% active | AID 485347;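 active = potentiation over 3 SD above the plate norm, cut at about 30% in these data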; also: 0% is about no effect
#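 Potentiation of an EC20 dopamine calcium response is measured in a force-coupled, tetracycline-inducible Hek293 Trex D2 line. Compound-only kinetic reads over 180 s flag agonists before dopamine addition.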
# D1 ag: activates the human D1 dopamine receptor. HEK293 T-REx D1 cells, calcium flux, agonist mode. AID 504660. P21728. 360,000 tested, 1% active. activation, % at 2 µM; in the data active = activation above about 30%; also: 0% is about no effect
#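 Agonism was scored from calcium flux recorded over 180 s (1 read/s) after pintool compound addition, following a 10-cycle baseline. Cells were inducible force-coupled HEK293 TREx D1, plated overnight at 30 C and loaded with no-wash calcium dye.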
# RXFP1 ag: agonists of human relaxin receptor RXFP1; HEK293T-RXFP1 cAMP TR-FRET, 30 min; response scale: percent of porcine relaxin response, buffer zero; Potency, µM (doses to about 57.5 µM), without a hit: at the top dose activation, actives largely listed as activators; 370,000 tested, 0.3% active; AID 2676; active = well fitted activation curve with a large enough effect; inconclusive = small, poorly fitted or top-dose-only effect; also: potency is read from the fitted curve at half-maximal effect; % is scaled to controls: 0 for no effect and ±100 for the full control effect; nearly all actives have a fitted effect of over 60% in size; many of its hits are not listed in these tables
# Target sequence (Q9HBX9 whole entry, looked up): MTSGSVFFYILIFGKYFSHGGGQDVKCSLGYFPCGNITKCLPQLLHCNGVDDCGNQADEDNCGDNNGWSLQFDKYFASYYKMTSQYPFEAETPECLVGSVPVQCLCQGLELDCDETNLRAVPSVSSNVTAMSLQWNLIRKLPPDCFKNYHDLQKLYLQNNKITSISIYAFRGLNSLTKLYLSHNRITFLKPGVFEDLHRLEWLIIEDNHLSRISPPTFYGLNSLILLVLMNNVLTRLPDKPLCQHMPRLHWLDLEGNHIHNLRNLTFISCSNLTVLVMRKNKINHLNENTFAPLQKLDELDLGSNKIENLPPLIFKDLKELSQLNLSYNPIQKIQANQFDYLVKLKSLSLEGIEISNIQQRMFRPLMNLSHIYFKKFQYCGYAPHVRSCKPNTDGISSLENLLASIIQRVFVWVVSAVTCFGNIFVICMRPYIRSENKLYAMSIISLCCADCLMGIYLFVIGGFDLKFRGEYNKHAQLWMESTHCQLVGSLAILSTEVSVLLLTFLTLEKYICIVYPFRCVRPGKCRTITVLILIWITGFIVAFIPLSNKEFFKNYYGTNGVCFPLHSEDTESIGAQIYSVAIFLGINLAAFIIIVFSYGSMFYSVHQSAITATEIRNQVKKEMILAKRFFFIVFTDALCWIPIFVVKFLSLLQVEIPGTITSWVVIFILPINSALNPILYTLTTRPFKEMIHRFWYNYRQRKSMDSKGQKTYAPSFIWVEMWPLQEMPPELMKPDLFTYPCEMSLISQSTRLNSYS
#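 HEK293 cells stably expressing RXFP1, treated 30 min at 37C with compounds plus PDE4 inhibitor Ro 20174; cAMP measured by HTRF TR-FRET. Normalized to buffer and 29 nM porcine relaxin; EC50 by Hill fit.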
# RXFP1 antagonist: antagonists of human relaxin receptor RXFP1; AID 1259400; Q9HBX9; activity change, negative = inhibition, % at 57.5 µM; HEK293-RXFP1, relaxin-stimulated cAMP HTRF, 30 min; hits give low values; 350,000 tested, 0.59% active;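 active = activity change of -60% or lower, but not beyond a set lower limit; inconclusive = change between -60% and -40%, or beyond the set limit; inactive = change above -40%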; also: % is scaled to controls: 0 for no effect and ±100 for the full control effect
# D1 PAM: potentiators of human D1 dopamine receptor; P21728; potentiation, % at 10 µM; HEK293 TREx D1 cells, calcium flux, dopamine EC20 potentiation; 360,000 tested, 0.036% active; in the data active = potentiation above about 30%; also: 0% is about no effect
# D2 ag: agonists of human D2 dopamine receptor. P14416. HEK293 T-REx D2 cells, calcium flux agonist mode. activation, % at 2 µM. 340,000 tested, 0.53% active. AID 485358;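 active = activation over 3 SD above normal in the single-dose calcium agonist read, cut at about 30% in these data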; also: 0% is about no effect
#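 In this primary screen, compounds producing a positive calcium signal within 180 s of addition to tetracycline-induced, force-coupled HEK293 Trex D2 cells are flagged; cells are dye-loaded with a no-wash calcium kit beforehand.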
# D1 antag: blocks dopamine activation of the human D1 receptor; activity change, negative = inhibition, % at 10 µM; P21728; 360,000 tested, 3.2% active; HEK293 TREx D1 cells, calcium flux, dopamine EC80; hits give low values; in the data active = activity change below about -30%; also: % is scaled to controls: 0 for no effect and ±100 for the full control effect
#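 Antagonism measured as reduced calcium response to an EC80 dopamine addition following 180 s compound pre-read; cells were inducible HEK293 Trex D1 plated overnight at 30 C, read kinetically at 1 cycle/sec.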
# TRHR enhancer: allosterically enhances the human TRH receptor. P34981. TRHR cells, fluo-8 calcium fluorescence, EC20 TRH enhancement. enhancement, % at 2 µM. 360,000 tested, 0.66% active. AID 493056; in the data active = enhancement above about 30%; also: 0% is about no effect
#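 TRHR-expressing cells loaded with fluo-8 calcium dye were read kinetically (ex 480/em 530) during compound addition, then stimulated with an EC20 of TRH (10 nM final). Enhancement of the Gq-mediated intracellular calcium response was scored.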
# * marks the source's active call; other numbers are inactive results; ? = inconclusive; . = no result given; & = joins results of further samples. The list is partial, so the mix of outcomes need not match the whole.
SMILES,D2 antagonist,D2 potentiator,D1 ag,RXFP1 ag,RXFP1 antagonist,D1 PAM,D2 ag,D1 antag,TRHR enhancer
Cc1ccccc1S(=O)(=O)Cc1ccc(C(=O)NCCc2ccccc2)o1,-3.5,13.2&-10.6,0.2&2.5,0.1%&1.5%,26.0,-7.2&0.1,-0.5&0.6,25.6&-3.7,3.8&-8.5
CCc1nn2c(=O)cc(COc3ccc(/C=C(\C#N)C(=O)Nc4ccc(C)cc4)cc3)nc2s1,.,3.6,8.5,-0.8%,.,-0.4,-0.8,5.3,-11.8
COc1ccc(-n2nc(C(=O)NCC(=O)NCCC3=CCCCC3)c3ccccc3c2=O)cc1,-6.0,-2.0,5.1,-0.9%,5.6,0.6,2.4,-6.8,-6.2
CC(C)NC(=O)C1CCN(C2CCN(C(=O)C3=CCCC3)CC2)CC1,2.6,10.0,1.5,1.8%,-1.6,-4.7,0.3,-10.5,7.3
Cc1ccc(NC(=S)N(CCCN2CCOCC2)Cc2ccco2)cc1C,-4.6,7.0,-0.9,0.1%,-23.8,-0.5,-1.3,8.2,-0.7
CN(C)c1nc(Cl)nc(NCCOc2ccccc2)n1,-9.1,3.1,80.5*,-0.5%,.,-8.0,-1.7,15.4,-1.3
CCOc1ccc(S(=O)(=O)Nc2ccccc2C(=O)N/N=C/c2c(OC)ccc3ccccc23)cc1,13.8,-2.3,6.7,0.8%,26.1,-6.0,-0.5,3.3,-3.2
CCCCOC(=O)CNc1nnc(SCC(=O)OCC)[nH]c1=O,16.5,.,0.2,-0.2%,?,-2.0,2.6,-7.2,-0.1
CC(C)=NNc1nc(-c2ccccc2)c(C)s1,-3.3,9.2,1.9,0.9%,-12.2,-1.8,0.3,7.0,1.5
COc1ccccc1CCNC(=O)C1CCC(=O)N(Cc2ccccc2OC)C1 (stereo not drawn),-8.1,-4.6,-0.1,-0.2%,-18.7,1.4,0.0,14.8,-5.4
COc1cccc(/C=N/n2cnc3c(cnn3-c3ccccc3)c2=O)c1,-12.6,3.5,6.4,2.7%,-6.3,-5.2,-1.0,2.6,-5.8
Cc1cccn2c(=O)c3cc(C(=O)NC4CCCC4)c(=N)n(C4CCCC4)c3nc12,-12.7,.,-0.7,7.3%,-9.3,-2.7,0.4,5.7,-7.7
CSc1nnc(-c2ccccc2)c(-c2ccccc2)n1,-21.9,-7.5,9.9,0.5%,-14.7,1.4,25.1,31.0,1.5
O=C(Nc1ccnn1C1CCN(Cc2ccccn2)CC1)c1cccc(F)c1,8.9,4.8,1.6,1.3%,20.5,-18.1,1.7,-38.1*,-4.2
O=C(Nc1ccccc1)C1=C[C@H](c2csc3ccccc23)C[C@H](OCCCCO)O1,-5.1,-0.6,2.4,0.7%,.,1.8,-0.1,0.6,-6.7
COCCNc1c2c(nc3c(-c4ccccc4)c(C)nn13)CCCC2,2.8,-16.7,4.7,-2.8%,-27.6,-2.9,-0.2,2.2,-1.5
CCCCCCCC(=O)N/N=C(\C)c1ccc(N)cc1,12.0,4.8,3.5,-3.2%,.,5.5,0.0,-15.0,-1.2
COc1ccc(CCC(=O)Nc2ccc(OC)c(S(=O)(=O)N3CCCCC3)c2)cc1OC,-13.5,12.8,-1.4,0.7%,1.6,-4.5,0.4,2.8,-0.7
CNS(=O)(=O)c1cc(O)c2c(S(=O)(=O)NC)cccc2c1,-5.2,0.0,0.8,3.9%,-2.2,-2.1,0.7,3.5,0.5
COc1cccc(NC(=O)C(=O)N/N=C/c2cc(C)n(-c3ccc(Cl)c(Cl)c3)c2C)c1,-23.1,6.0,3.0,1.4%,-1.3,0.7,-0.2,-11.1,-1.3
Cc1ccc2nc(-c3ccccn3)c(NC3CCCC3)n2c1,15.2,10.7,-0.2,-0.5%,-3.3,7.8,0.0,11.6,17.5
Cc1ccc(S(=O)(=O)N(C)C)cc1NC(=S)NCCc1ccccn1,34.1*,-26.4,-0.4,3.2%,6.0,-1.0,0.2,-8.0,-1.6
CCC(C(=O)OCn1nnc2ccccc2c1=O)c1ccccc1 (stereo not drawn),4.1,-3.9,3.9,3.1%,-9.5,-1.9,-1.6,-15.5,-4.4
CC(CCc1ccccc1)NC(=O)C(=O)NCCc1ccccc1 (stereo not drawn),0.4,0.2,7.1,1.4%,-12.8,3.8,0.0,17.4,-2.8
FC(F)(F)c1nc(NCc2ccccc2)c2nnn(Cc3ccccc3)c2n1,6.3,6.8,3.8,19.7%,-4.3,-12.8,0.2,-10.6,-1.4
Cc1cc(NC(=O)CCC(=O)N(Cc2ccco2)C2(C(=O)NC3CCCC3)CCCCC2)no1,5.0,1.1,-0.1,1.1%,-1.2,0.8,0.1,26.8,-20.3
CCC(=O)N1CCN(c2nc(CC)nc3sc4c(c23)CCCC4)CC1,-0.3,7.2,3.2,4.0%,3.4,3.0,-2.0,14.0,5.3
CCCCC(=O)NNC(=O)CC(=O)Nc1ccccc1C(=O)O,6.5,5.8,3.4,-1.6%,2.9,5.2,-0.1,3.1,11.7
O=C(CCS(=O)(=O)c1ccccc1F)Nc1ccc(N2CCN(Cc3ccccc3)CC2)cc1,-26.7,-5.3,8.4,-0.8%,-11.6,-15.3,0.6,-39.0*,2.1
COc1ccc(-c2nn(-c3ccccc3)cc2C(=O)NCC2CCCO2)cc1 (stereo not drawn),8.6,-15.7,0.6,-3.5%,-8.7,-3.1,0.0,4.0,-3.8
Cc1cc(C(=O)NNC(=O)NC(C)C)no1,4.6,-0.1,4.4,7.1%,2.9,-6.3,0.2,1.6,-1.0
Cc1ccc([N+](=O)[O-])cc1-c1ccc2cccc(C)c2n1,-3.6,5.6,1.5,0.0%,-10.4,-4.5,1.1,-3.5,-0.7
CC(=O)Nc1c(O)nc(SCC(=O)Nc2cccc(C)c2)[nH]c1=O,.,.,0.4,0.2%,2.3,-3.2,.,14.0,0.1
COc1ccccc1-n1c(=S)[nH]c2c(sc(=S)n2-c2ccc(C)cc2C)c1=O,-3.7,.,1.4,1.7%,-19.0,0.1,0.5,25.2,2.1
Cc1ccc(CNC(=O)c2cc3cc(C)ccc3n2C)cc1,.,17.0,-0.3,?,5.3,1.0,1.7,9.4,10.2
C=CCNC(=O)c1ccc2c(=O)n(Cc3ccccc3OC)c(=S)[nH]c2c1,10.6,3.6,1.6,9.5%,4.4,0.3,0.4,-4.6,18.3
Cc1cc(OCCOCCNCc2ccccc2)ccc1C(C)C,3.1,-8.6,63.0*,-0.3%,-0.4,-2.9,5.9,-7.5,-2.0
COc1ccc(NC(=O)CCCn2c(=O)c3cccn3c3ccccc32)c(OC)c1,.,0.0,-1.2,2.1%,-25.1,5.7,0.1,-15.6,3.1
Cc1ccc(CNCc2ccccc2)s1,.,-12.6,1.5,-2.3%,.,-4.2,0.0,12.5,-3.0
COc1ccccc1NC(=O)c1cc[n+](C)cc1,-3.3,2.4,2.6,1.0%,9.8,-4.6,0.9,-5.1,-0.8
CN(CC(=O)Nc1ccc(Cl)cc1)C(=O)C1=COCCO1,-3.8,6.4,2.6,0.0%,-2.5,-4.0,-0.1,10.2,5.7
CN(/N=C/c1cc(Br)cc(Br)c1O)c1ccccc1,-1.9,0.7,6.7,-3.9%,-9.7,-11.6,0.2,-9.7,5.0
O=C(c1ccc([N+](=O)[O-])o1)N1CCc2ccccc2C1,-4.3,1.6,0.8,2.5%,2.9,-0.1,0.6,-12.9,-1.1
CC1=C(C#N)C(NC(=O)C(C)(C)C)(C(F)(F)F)C(=O)N1 (stereo not drawn),11.9,-4.0,5.2,0.5%,7.4,-4.0,-0.4,12.3,3.4
CC(C)N(C(=O)COC(=O)CNC(=O)c1ccc(Br)cc1)c1ccccc1,.,.,0.2,-0.4%,-3.4,-9.4,.,13.4,-0.9
C=CCc1c(C)nc(N2CCSCC2)[nH]c1=O,5.0,9.1,2.9,1.2%,0.4,-4.8,0.7,-2.1,-1.5
CC1CC(C)CN(CCCNC(=O)c2ccc3c(c2)NC(=O)CS3)C1 (stereo not drawn),47.7*,-7.6,0.7,0.3%,13.2,-7.3,-0.2,2.0,7.5
COc1cccc(C(=O)Nc2nnc(S(=O)(=O)Nc3cccc(C)c3)s2)c1,18.6,-7.3,0.5,10.0%,4.8,0.0,-0.7,-2.9,-3.0
CS(=O)(=O)N(CC(=O)NC1CC1)C1CCCCC1,0.2,-4.7,2.0,0.8%,0.2,-1.4,-0.5,-16.2,-0.1
COc1ccc(-c2cc(C(F)(F)F)n3ncc(C(=O)N(C)Cc4ccccc4)c3n2)cc1,-0.1,-0.5,8.7,6.5%,-2.1,-2.4,0.5,-4.2,0.3
C=CCN1C(=O)c2ccc(C(=O)N(CC(C)C)c3c(N)n(CCCC)c(=O)[nH]c3=O)cc2C1=O,13.6,-8.0,5.9,0.6%,-2.0,1.9,0.3,-6.7,2.0
O=C(CC(=O)NC1CCCCC1)N/N=C/c1cccc2ccccc12,20.0,-9.1,1.9,0.8%,-1.9,-3.9,-0.6,-5.9,0.3

# Source: PubChem BioAssay (National Center for Advancing Translational Sciences (NCATS))
